Gli-Sufu block – blocks Gli-Sufu signaling in a luciferase reporter; AID 588413; inhibition, % at 5 µM; 340,000 compounds, 0.74% hits; Sufu-KO-LIGHT fibroblasts, Gli luciferase reporter luminescence;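 active means inhibition above about 55%, limit read from the data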;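 further: 0% = DMSO-treated cells and 100% = wells with medium but no cells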
APJ antag – APJ receptor antagonism; P35414; CHO-K1 APJ beta-arrestin complementation, luminescence; inhibition, % at 20 µM; 330,000 compounds, 0.32% hits; AID 2521;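 active means inhibition above about 40% at 20 µM, limit read from the data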;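 further: cells challenged with 10 nM apelin-13 agonist together with compound; plate controls were apelin-13 plus DMSO wells for no effect and DMSO wells lacking apelin-13 for full effect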
Target sequence (P35414 whole entry, looked up): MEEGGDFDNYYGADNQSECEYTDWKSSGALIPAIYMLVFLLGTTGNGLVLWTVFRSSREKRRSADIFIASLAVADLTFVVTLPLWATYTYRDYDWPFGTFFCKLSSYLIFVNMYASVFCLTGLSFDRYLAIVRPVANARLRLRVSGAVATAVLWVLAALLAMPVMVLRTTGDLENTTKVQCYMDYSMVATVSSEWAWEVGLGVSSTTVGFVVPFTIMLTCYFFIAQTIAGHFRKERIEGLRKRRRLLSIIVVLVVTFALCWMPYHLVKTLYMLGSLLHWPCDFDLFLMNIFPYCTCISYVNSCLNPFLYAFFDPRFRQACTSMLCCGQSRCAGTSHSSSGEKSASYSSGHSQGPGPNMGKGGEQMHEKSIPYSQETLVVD
ATG4B inh – ATG4B (human) cysteine protease inhibition; 340,000 compounds, 0.51% hits; inhibition, % at 8.33 µM; ATG4B cleavage of LC3-PLA2, NBD-HPC fluorescence, 1 h; in the data active means inhibition above about 40%
CXCR6 inh – CXCR6 (human) receptor inhibition. O00574. CHO-K1 PathHunter CXCR6 beta-arrestin, luminescence. inhibition, % at 20 µM. 360,000 compounds, 0.36% hits. AID 602244; in the data active means inhibition above about 34%, passing the limit was not always enough;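 further: antagonist mode with CXCL16 agonist at 10 nM final; 0% = 10 nM CXCL16 with DMSO and 100% = unstimulated wells without agonist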
Target sequence (O00574 whole entry, looked up): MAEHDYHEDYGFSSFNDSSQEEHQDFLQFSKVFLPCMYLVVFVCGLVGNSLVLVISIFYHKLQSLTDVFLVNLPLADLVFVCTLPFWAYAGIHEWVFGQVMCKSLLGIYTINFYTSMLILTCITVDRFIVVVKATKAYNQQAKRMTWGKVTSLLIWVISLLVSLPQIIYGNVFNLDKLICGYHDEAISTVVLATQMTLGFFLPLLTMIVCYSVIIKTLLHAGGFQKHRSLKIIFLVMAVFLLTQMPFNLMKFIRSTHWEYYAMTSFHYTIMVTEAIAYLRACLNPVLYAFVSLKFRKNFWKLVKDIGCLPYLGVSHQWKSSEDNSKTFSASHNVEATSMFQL
APJ ag – agonists of human APJ apelin receptor; P35414; CHO-K1 APJ PathHunter beta-arrestin, luminescence; 0% DMSO wells, 100% apelin; activation, % at 20 µM; 330,000 compounds, 0.11% hits; AID 2520;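 active means activation more than six SD over the plate average, tested at 20 µM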;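 further: 0% = DMSO alone and 100% = apelin-13 at 10 nM; some results filed as inactive read as strong as hits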
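Assay system – PathHunter CHO-K1 APJ (AGTRL-1) beta-arrestin reporter cells · Compound – one dose, 20 µM compound, 1% DMSO · Timing – compound 90 min 25 °C, reagent 1 h · Measured by – luminescence from split beta-galactosidase complementation, Galacton Star/Emerald II substrate · Measure – beta-arrestin recruitment to APJ as agonist activity, luminescent signal · Benchmarks – DMSO vs Apelin-13 10 nM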
UBC13 inh – inhibitors of human UBC13 polyubiquitin chain formation. TR-FRET. inhibition, % at 20 µM. 330,000 compounds, 0.47% hits; in the data active means inhibition above about 45%, passing the limit was not always enough
CCR6 antagonist – antagonists of human CCR6 receptor; inhibition, % at 20 µM; 340,000 compounds, 0.49% hits; CHO-K1 CCR6 PathHunter beta-arrestin, luminescence, CCL20-stimulated; P51684;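 active means compounds whose inhibition of the agonist-driven luminescence signal at 20 µM reaches about 50%, limit read from the data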;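 further: cells stimulated with CCL20 at 14 nM final; plate controls were DMSO with CCL20 for no effect and DMSO without agonist for full effect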
EBI2 antag – antagonists of human EBI2 receptor | P32249 | EBI2 beta-arrestin recruitment, luminescence, 7a,25-OHC stimulated | inhibition, % at 5 µM | 360,000 compounds, 0.81% hits | AID 651636; in the data active means inhibition above about 38%;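 further: enzyme fragment complementation signal reports receptor beta-arrestin coupling in cells; 0% = agonist plus DMSO wells and 100% = wells without agonist; some results beyond the cut were filed as inactive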
Target sequence (P32249 whole entry, looked up, the tested form may be a part): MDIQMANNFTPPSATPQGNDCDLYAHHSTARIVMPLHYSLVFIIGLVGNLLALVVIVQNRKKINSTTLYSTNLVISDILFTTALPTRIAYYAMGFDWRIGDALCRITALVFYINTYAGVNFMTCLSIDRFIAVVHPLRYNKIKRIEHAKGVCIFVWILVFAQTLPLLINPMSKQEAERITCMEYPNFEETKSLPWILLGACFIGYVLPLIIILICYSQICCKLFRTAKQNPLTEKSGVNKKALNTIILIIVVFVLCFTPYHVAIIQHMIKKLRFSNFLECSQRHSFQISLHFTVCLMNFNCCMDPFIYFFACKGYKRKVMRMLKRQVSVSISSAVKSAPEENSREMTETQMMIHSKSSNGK
* hit, by the source's call; · = no result given. Rows are unselected. Share with any hit: about 3%.

SMILES | Gli-Sufu block | APJ antag | ATG4B inh | CXCR6 inh | APJ ag | UBC13 inh | CCR6 antagonist | EBI2 antag
COc1cc(OC)nc(NC(=O)CS(=O)(=O)c2ccccc2)n1 | 1.9 | 17.3 | 5.3 | 8.0 | -1.9 | -5.0 | -1.1 | -7.3
COc1cc2nc(N(CCN(C)C)C(=O)c3ccc(S(=O)(=O)N(C)CC4CCCO4)cc3)sc2cc1OC (centres undefined) | 2.9 | 3.4 | 3.7 | -14.4 | 10.7 | 5.3 | 2.4 | -9.1
CCOC(=O)CSc1nc(C)c(C(C)=O)cc1C(N)=O | -1.8 | 3.5 | -2.2 | -9.1 | 2.3 | 0.0 | 13.0 | -0.1
COc1ccc(C2=NOC(C)(c3nnc(-c4ccncc4)o3)C2)cc1 (centres undefined) | -10.6 | 15.6 | -1.9 | -6.9 | 2.5 | 2.5 | 1.5 | -5.4
CCCN(C(=O)C(C)Oc1cccc(Cl)c1)c1c(N)n(Cc2ccccc2)c(=O)[nH]c1=O (centres undefined) | -0.7 | -2.3 | 0.3 | 1.2 | 0.5 | -6.0 | 3.3 | -0.5
COc1ccc(OC)c(S(=O)(=O)N2CCN(CC(O)CN3CCOCC3)CC2)c1 (centres undefined) | 1.3 | 18.2 | -5.0 | 0.2 | -3.3 | -7.7 | -0.8 | -8.2
Cc1cc(C)nc(NS(=O)(=O)c2ccc(N=NN(C)C)cc2)n1 | -1.9 | -11.2 | -0.1 | 0.2 | -0.9 | -9.1 | 6.3 | -0.2
CN1C(=O)c2ccccc2C(C(=O)O)C1c1cccc([N+](=O)[O-])c1 (centres undefined) | 0.3 | 17.1 | -1.6 | 3.6 | -1.4 | -3.4 | 3.7 | 3.3
Cc1nnc(SCC(=O)N2CCOCC2)s1 | 6.8 | -3.9 | -5.2 | -4.3 | -3.1 | 4.6 | -5.8 | -0.1
COc1ccc(NC(=O)NNS(=O)(=O)c2cc(C)ccc2C)cc1OC | 2.0 | 5.0 | 0.6 | 0.8 | 0.9 | -5.4 | 9.9 | -7.2

Entries of single compounds from above.
`CN1C(=O)c2ccccc2C(C(=O)O)C1c1cccc([N+](=O)[O-])c1` (centres undefined) is listed with Gli-Sufu block = 0.3; APJ antag = 17.1; ATG4B inh = -1.6; CXCR6 inh = 3.6; APJ ag = -1.4; UBC13 inh = -3.4; CCR6 antagonist = 3.7; EBI2 antag = 3.3
`COc1ccc(C2=NOC(C)(c3nnc(-c4ccncc4)o3)C2)cc1` (centres undefined) is listed with Gli-Sufu block = -10.6; APJ antag = 15.6; ATG4B inh = -1.9; CXCR6 inh = -6.9; APJ ag = 2.5; UBC13 inh = 2.5; CCR6 antagonist = 1.5; EBI2 antag = -5.4
`COc1cc2nc(N(CCN(C)C)C(=O)c3ccc(S(=O)(=O)N(C)CC4CCCO4)cc3)sc2cc1OC` (centres undefined) is listed with Gli-Sufu block = 2.9; APJ antag = 3.4; ATG4B inh = 3.7; CXCR6 inh = -14.4; APJ ag = 10.7; UBC13 inh = 5.3; CCR6 antagonist = 2.4; EBI2 antag = -9.1

Further structures:
SMILES | Gli-Sufu block | APJ antag | ATG4B inh | CXCR6 inh | APJ ag | UBC13 inh | CCR6 antagonist | EBI2 antag
Cc1cccc(-n2c(SCC(=O)NC3CCCC3)nnc2-c2ccoc2C)c1 | 5.5 | -0.1 | -4.3 | 5.0 | 1.1 | -5.8 | 1.8 | 2.8
O=C(OCCOc1ccccc1)c1cc(S(=O)(=O)N2CCOCC2)ccc1Cl | -4.3 | 6.8 | -2.4 | -3.1 | 0.6 | 8.3 | 6.5 | 7.9
CCC(=O)c1cn(CC(=O)NCC2CCCO2)c2ccccc12 (centres undefined) | -1.5 | -17.9 | 5.3 | 1.2 | -1.7 | 3.5 | 9.9 | -6.8
CC1C/C(=N\NC(=S)NC(C)C)CC(C)(C)C1 (centres undefined) | 2.7 | 24.9 | -12.7 | 5.2 | -1.8 | 15.8 | 21.4 | -4.6
CCS(=O)(=O)Nc1cc2c3c(c1)CCN3C(=O)CC2 | 5.6 | 1.7 | -3.2 | 4.2 | -1.1 | -4.5 | 20.0 | -4.1
N#Cc1c(N)nc2c(c1N)CC(=O)N2c1ccc(Cl)cc1 | -9.6 | 14.1 | 3.3 | -4.2 | -3.0 | 1.5 | -8.6 | -3.0
COc1ccc(C2/C=C\CN(S(=O)(=O)c3cccc4cccnc34)CC(=O)N2Cc2ccc(F)cc2)cc1 (centres undefined) | 6.7 | 5.9 | -11.7 | 5.3 | 4.1 | -4.1 | 10.9 | 8.1
Cc1ccc(S(=O)(=O)c2nnn3c2nc(Nc2cccc(C)c2)c2ccccc23)cc1 | 12.2 | 3.7 | 5.9 | 12.6 | 3.7 | 9.1 | 22.0 | 24.2
CN1CCN(c2ccccc2NC(=O)c2ccc(OCc3ccccc3)cc2)CC1 | 2.0 | 10.5 | 3.1 | 2.5 | -3.8 | 22.8 | 2.1 | 6.8
Cn1c(SCC(=O)Nc2ccccc2C(F)(F)F)nc2c(c1=O)SCC2 | 24.1 | 11.9 | -0.3 | -1.9 | 0.7 | -5.8 | 8.8 | 1.1
CN(C)c1ccc(C(=O)N2CC(=O)N(CCc3ccccc3)C(=O)C2)cc1 | -6.2 | 13.8 | -0.5 | -3.7 | -2.0 | -3.5 | -8.0 | -6.0
CC(=O)c1cccc(Nc2cc(C)nc3c(C)cccc23)c1 | -23.0 | 26.0 | 0.0 | -0.6 | -3.0 | 6.4 | 11.4 | -5.4
Nc1c(C(=O)Nc2ccc(Cl)cc2)oc2ccccc12 | -121.2 | 14.1 | 1.4 | 3.4 | 0.0 | 11.6 | -1.2 | 9.7
COc1cc(/C=C2\OC(=O)c3c(OC)cccc32)ccc1O | -45.2 | -18.6 | -19.7 | -8.8 | -1.6 | -19.6 | 3.8 | -13.0
O=C(Nc1ccccc1C(=O)NC(Cc1ccccc1)C(=O)NC1CCCCCC1)c1ccccc1 (centres undefined) | 1.0 | 11.9 | -6.7 | 17.5 | -2.9 | 16.2 | -1.3 | 15.7
Cc1ccc(N(C(=O)c2ccc(S(=O)(=O)N3CCOCC3)cc2)C2C=CS(=O)(=O)C2)cc1C (centres undefined) | -20.4 | 3.6 | 3.3 | 2.0 | -2.4 | -2.9 | -10.1 | -8.3
Cc1cccc(NC(=O)CCS(=O)(=O)c2ccc(Cl)cc2)c1 | -0.2 | 6.0 | -12.9 | -4.5 | -1.1 | 2.5 | 4.7 | 4.3
CCc1ccccc1OCC(=O)NCC1COc2ccccc2O1 (centres undefined) | 8.6 | -0.6 | 4.3 | -3.6 | -7.3 | 7.5 | 10.7 | 3.3
CC(CNC(=O)c1ccc(OC2CCN(Cc3ccccn3)CC2)cc1)Oc1cccnc1 (centres undefined) | 12.0 | -3.6 | -6.3 | 5.5 | 10.4 | 2.3 | 7.5 | -1.8
O=[N+]([O-])c1cccc(-c2noc(-c3cccs3)n2)c1 | -3.0 | -8.0 | -7.8 | -2.2 | -1.2 | 1.2 | 1.9 | 4.5
Cc1cc(Cl)ccc1C(=O)C1CCCN(C(=O)c2snnc2C)C1 (centres undefined) | 6.0 | -2.0 | -1.7 | -4.2 | -2.4 | -3.6 | 6.5 | -12.8
N#C/C(=C\c1ccc(C#N)cc1)C(=O)c1ccccc1 | -1.4 | · | 1.4 | 3.3 | · | · | -5.6 | -1.4
CN(c1ccccc1)S(=O)(=O)c1ccc(C(=O)Nc2nnc(-c3ccco3)o2)cc1 | -3.0 | 0.5 | 21.9 | -1.4 | -3.7 | -27.9 | 6.9 | -5.6
O=C(CSCc1ccccc1)Nc1cccc(F)c1 | 2.8 | -6.1 | -4.2 | -3.6 | -1.4 | 9.0 | 6.5 | -8.1
CCCn1c(CNS(=O)(=O)c2ccc(C)cc2)nc2ccccc21 | -8.1 | 0.2 | 10.9 | 6.2 | -3.8 | -9.2 | -16.8 | -1.1
[O-][n+]1onc2c3ccnnc3ccc21 | 5.6 | 6.8 | -10.5 | -3.0 | 0.6 | -14.1 | 6.1 | -7.5
CCCCn1c(-c2ccco2)nc2ccccc2c1=O | 8.2 | -0.8 | 10.7 | -1.3 | -2.3 | -6.8 | 28.6 | -7.1
CCNc1sc(C(=O)c2cccs2)c(N)c1-c1nc2ccccc2s1 | -3.1 | 27.9 | -9.7 | 19.2 | -9.7 | -33.6 | 20.8 | -8.3
COC(=O)C1=C(C)Nc2sc(C(N)=O)c(N)c2C1c1ccncc1 (centres undefined) | -4.0 | 3.9 | 4.4 | -4.3 | -0.7 | -8.9 | 17.3 | -9.0
C#CCOCCOCCOCCNc1nc(N2CCN(C(=O)[C@H](CCC(=O)O)n3cc(C(N)Cc4ccc(O)cc4)nn3)CC2)nc(N2CCN(C(=O)[C@H](Cc3cc4ccccc4[nH]3)n3cc(C(N)[C@H](C)CC)nn3)CC2)n1 (some centres undefined) | 13.8 | 13.8 | -17.5 | 5.0 | 0.4 | 12.6 | 3.0 | -6.7
C/C(=C\C(=O)C(F)(F)F)Nc1ccc(C(F)(F)F)cc1 | 17.1 | -27.6 | -2.7 | -14.9 | -2.1 | 7.1 | -9.8 | -6.6
O=C(CSc1cccc[n+]1[O-])Nc1ccccc1Oc1ccccc1 | 11.9 | 28.3 | 2.2 | 9.9 | -3.8 | -12.9 | 12.4 | 1.6
Cc1ccc(NC(=O)CCc2nnc3ccc(N4CCN(C)CC4)nn23)cc1F | 13.0 | 2.7 | -8.9 | -4.7 | -6.0 | 6.0 | 7.4 | -17.2
COc1ccc(NC(=O)/C(C#N)=C/c2cccnc2)c(OC)c1 | 9.6 | -24.0 | -1.6 | -13.2 | 8.5 | -1.1 | -7.9 | 0.5
COc1ccc(S(=O)(=O)N2CCOCC2)cc1NC(=O)CN1CCCCCC1 | -21.4 | 8.1 | -5.5 | 6.9 | -8.1 | 1.0 | 16.3 | 1.7
COC(=O)c1ccc(/C=C/c2c(-c3ccc(OC)cc3)oc3ccccc23)cc1 | -0.4 | 8.6 | -6.5 | 6.6 | 10.2 | 5.0 | 0.5 | 4.9
O=C(Cn1nc(-c2ccc(N3CCOCC3)c([N+](=O)[O-])c2)c2ccccc2c1=O)N1CCCCC1 | 0.0 | 15.5 | 9.1 | 8.0 | 0.3 | -18.7 | 15.7 | 2.9
CN(C)c1ccc(-c2nnc(-c3cccs3)o2)cc1 | -142.4 | 7.1 | -1.2 | 1.5 | -4.3 | 25.7 | -17.0 | -25.3
CSc1ncc(Cl)c(C(=O)Nc2cccc(Cl)c2)n1 | -1.6 | 2.4 | 2.6 | 4.1 | -4.8 | 9.7 | 16.6 | -3.0
O=C(NCC(c1ccco1)N1CCCC1)c1sc2ccccc2c1Cl (centres undefined) | 51.3 | 8.6 | 9.6 | 11.3 | -5.1 | 26.8 | 8.2 | 7.2
COc1ccc(NC(=O)CSCC(=O)N2CCN(C(=O)c3ccco3)CC2)cc1 | -10.8 | 9.8 | 2.9 | -4.0 | -3.3 | -3.3 | 2.7 | -6.4
O=C(COC(=O)Cn1cnc2ccccc21)Nc1cccc(S(=O)(=O)N2CCOCC2)c1 | 2.0 | -3.7 | -15.2 | 1.5 | 1.2 | -6.9 | -7.2 | -9.1
CCOC(=O)c1c(NC(=O)CSc2nncs2)sc(C)c1-c1ccccc1 | 13.9 | -12.3 | -5.1 | -7.3 | 2.4 | -7.0 | 9.1 | 11.7
CCOC(=O)C1CCCN(c2nc3ccccc3nc2C(C#N)C(=O)OC(C)COC)C1 (centres undefined) | -4.8 | 15.1 | -0.8 | 7.1 | -3.8 | 1.4 | 8.4 | 12.3
Cc1cc(C)cc(NC(=O)[C@@H](NC(=O)c2ccco2)C(C)C)c1 | -11.0 | -0.4 | -1.8 | -1.2 | 1.2 | 8.5 | -3.9 | -1.9
C=CCN(CC=C)S(=O)(=O)c1ccc2nsnc2c1 | 28.3 | -13.8 | 14.5 | -7.4 | 5.5 | -11.4 | -5.2 | -5.1

Screening results as filed in PubChem.
